# TPT1 inh = Candida albicans TPT1 enzyme inhibitors, primary screen, biochemical, fluorescence polarization. recombinant caTPT1, FP RNA substrate dephosphorylation. inhibition, % at 5 µM. 300,000 compounds, 0.81% hits. AID 1962, 2009;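 active = inhibition above the mean of all tested compounds plus 3 SD, set per screening campaign, cut at about 24% in these data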;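 also: plate controls were DMSO alone for no effect and ferristatin control at 100 nM for full effect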
# core dimer inh = inhibitors of HCV core protein dimerization, primary screen, biochemical, TR-FRET, high-throughput. TR-FRET GST/Flag-core106 dimerization, 1536-well. inhibition, % at 5 µM. 300,000 compounds, 0.33% hits. AID 1899, 2009;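 active = inhibition above the mean of all tested compounds plus 3 SD, set per screening campaign, cut at about 45% in these data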
#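 assay system = GST-tagged and Flag-tagged HCV core protein residues 1-106 | controls = unlabelled core106 and no-GST-core106 wells | incubation = compound-protein-antibody incubation 4 h at 22.5 °C | probe or stimulus = Eu donor and XL665 acceptor anti-tag antibodies | read-out = % inhibition based on acceptor/donor emission ratio | signal = TR-FRET 671 and 617 nm emission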
# Efflux pump mplx = inhibitors of Candida efflux pumps in yeast, primary screen, S. cerevisiae, Nile Red, multiplex | 330,000 compounds, 0.44% hits | S. cerevisiae Candida pump triplex | inhibition, % at 10 µM | AID 485275, 2010;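 active = plate passing quality check with inhibition over a set limit, or well fluorescence over plate mean plus 4 SD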;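 also: Nile Red retained in pooled yeast measured as flow cytometry median fluorescence; 0% = buffer negative control and 100% = Enniatin B positive control; higher means more Nile Red kept so more efflux inhibition; some compounds called inactive have numbers as strong as hits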
# JMJD2C inh = inhibitors of GASC-1 histone demethylase, primary screen, biochemical, fluorescence, DELFIA europium; 330,000 compounds, 0.069% hits; AID 2099, 2009; inhibition, % at 2.35 µM; GST-JMJD2C(1-420) H3K9me3 demethylation;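 active = more than half of a compound's replicate wells show inhibition beyond 50%, single wells judged on their own value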;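 also: signal counts dimethyl H3K9 product captured on neutravidin plate; 0% = median of DMSO wells and 100% = 0.3 times that DMSO median; strong numbers were not always called active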
# Target sequence (Q9H3R0 1-420 limits assumed): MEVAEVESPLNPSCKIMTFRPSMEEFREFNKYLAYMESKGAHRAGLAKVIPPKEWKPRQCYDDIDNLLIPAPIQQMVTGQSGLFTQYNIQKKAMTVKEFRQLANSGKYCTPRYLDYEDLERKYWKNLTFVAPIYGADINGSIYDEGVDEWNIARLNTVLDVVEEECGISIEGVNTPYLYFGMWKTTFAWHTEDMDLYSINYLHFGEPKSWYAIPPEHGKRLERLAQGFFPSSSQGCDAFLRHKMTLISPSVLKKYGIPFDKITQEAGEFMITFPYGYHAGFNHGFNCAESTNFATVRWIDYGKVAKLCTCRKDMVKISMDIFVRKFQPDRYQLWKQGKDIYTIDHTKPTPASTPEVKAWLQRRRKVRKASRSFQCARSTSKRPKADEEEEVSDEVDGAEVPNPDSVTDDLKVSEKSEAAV
# PREPL inh = PREPL enzyme inhibitors, primary screen, biochemical, fluorescence polarization | recombinant PREPL, fluorescence polarization activity-based probe | inhibition, % at 5.96 µM | 320,000 compounds, 0.68% hits; in the data active = inhibition above about 43%;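 also: 0% = enzyme with DMSO and 100% = wells lacking enzyme; many of its hits are not listed in these tables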
# CTSL1 counter = Fasciola hepatica cathepsin L1 inhibitors, primary screen, counter-screen for PFM18AAP inhibitor project, biochemical, QFRET, fluorogenic peptide substrate. recombinant F. hepatica cathepsin L1, Z-Leu-Arg-MCA fluorescence. inhibition, % at 5.96 µM. 300,000 compounds, 0.49% hits. AID 1906, 2009;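 active = inhibition above the mean of all tested compounds plus 3 SD, set per screening campaign, cut at about 17% in these data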;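 also: 0% = plate median of test compound wells and 100% = 1 µM Z-Phe-Ala-diazomethylketone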
# PP1 counter = PP1-alpha phosphatase inhibitors, primary screen, counter-screen for PP5 inhibitor project, biochemical, fluorescence, OMFP substrate, single point. Serine/threonine-protein phosphatase PP1-alpha catalytic subunit (Homo sapiens), P62136. purified PP1alpha. inhibition, % at 6.7 µM. 320,000 compounds, 0.9% hits;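 active = inhibition above the mean inhibition of all tested compounds plus 3 SD, computed separately for each screening campaign, cut at about 15% in these data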
# Target sequence (P62136 whole entry, looked up): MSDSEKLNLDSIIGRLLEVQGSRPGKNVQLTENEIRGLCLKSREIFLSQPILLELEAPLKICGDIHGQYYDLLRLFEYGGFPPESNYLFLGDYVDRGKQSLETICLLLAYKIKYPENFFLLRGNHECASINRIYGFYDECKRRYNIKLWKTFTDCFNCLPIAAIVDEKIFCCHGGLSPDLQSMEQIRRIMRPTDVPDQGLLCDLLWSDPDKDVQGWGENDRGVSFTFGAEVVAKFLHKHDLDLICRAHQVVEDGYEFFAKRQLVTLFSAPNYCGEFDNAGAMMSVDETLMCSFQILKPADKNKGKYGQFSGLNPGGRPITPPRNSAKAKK
# LYPLA2 inh = LYPLA2 inhibitors, primary screen, counter-screen for PME1 inhibitor project, biochemical, fluorescence polarization, FP-Rh probe ABPP; AID 2177, 2009; 320,000 compounds, 0.38% hits; inhibition, % at 5.9 µM; recombinant LYPLA2; Acyl-protein thioesterase 2 (Homo sapiens), O95372;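 active = inhibition above the screen-wide mean plus 3 SD, limit set per campaign, cut at about 26% in these data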;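 also: 0% = LYPLA2 with DMSO and 100% = wells lacking LYPLA2 enzyme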
# Target sequence (O95372 whole entry, looked up): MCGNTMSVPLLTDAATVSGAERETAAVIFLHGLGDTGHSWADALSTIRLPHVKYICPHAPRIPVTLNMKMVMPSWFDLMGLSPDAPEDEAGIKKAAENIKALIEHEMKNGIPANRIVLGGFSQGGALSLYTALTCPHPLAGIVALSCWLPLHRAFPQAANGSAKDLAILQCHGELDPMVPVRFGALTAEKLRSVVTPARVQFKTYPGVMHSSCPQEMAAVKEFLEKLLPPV
# PP5 inh = PP5 phosphatase inhibitors, primary screen, biochemical, fluorescence. inhibition, % at 6.7 µM. 320,000 compounds, 0.18% hits. Serine/threonine-protein phosphatase 5 (Homo sapiens), P53041. AID 1987, 2009. purified PP5c, OMFP substrate fluorescence;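 active = inhibition above the campaign's mean inhibition across all tested compounds plus 3 SD, cut at about 9.5% in these data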;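 also: 0% = DMSO only and 100% = 100 µM cantharidin control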
# The depositor's hits bear a star; . = not tested or not shown. Not all compounds are listed; the hit share may differ from the screen's.
SMILES,TPT1 inh,core dimer inh,Efflux pump mplx,JMJD2C inh,PREPL inh,CTSL1 counter,PP1 counter,LYPLA2 inh,PP5 inh
CN(C(=O)CN1C(=O)S/C(=C\c2ccc(F)cc2)C1=O)C1CCS(=O)(=O)C1 (stereo not given),-0.1,-0.3,-0.3,46.8,27.0,3.9,-1.2,-3.4,2.1
CC1CCCN(C(=O)C2CCN(CC3CC=CCC3)CC2)C1 (stereo not given),-2.5,-2.8,0.0,13.0,-0.2,-3.9,0.4,0.5,2.8
O=C(O)COc1ccccc1/C=N/NC(=O)c1cc2ccccc2cc1O,0.6,-6.3,0.0,10.9,2.7,-3.0,3.1,2.3,-0.1
Cc1cc(OC(=O)c2cc(Cl)nc3ccccc23)ccc1Cl,-2.1,-8.1,-0.1,1.0,14.2,2.5,-2.6,0.8,-1.9
O=C(/C=C/c1ccco1)N(Cc1ccccc1)C1CCS(=O)(=O)C1 (stereo not given),0.9,4.5,0.1,0.7,3.8,8.4,2.3,7.0,2.1
COc1cc(C(C#N)N2CCCCC2)ccc1O (stereo not given),-0.3,-10.1,-0.2,-10.9,12.4,1.6,-2.3,0.6,0.9
CCOC(=O)C1=C(C)Nc2ncnn2C1c1cccs1 (stereo not given),-0.4,0.3,0.1,102.5,0.0,1.5,1.6,-4.0,1.3
CCN(CC)c1ccc(C(=O)N/N=C(\C)c2cccnc2)cc1,1.3,-6.0,0.0,-17.4,16.6,9.3,-1.8,3.6,0.2
Cc1cc(C(F)(F)F)nn1Cc1n[nH]c(=S)n1-c1ccc(F)cc1,0.3,-7.9,-0.4,-16.8,2.0,-0.7,0.0,3.6,0.3
CCc1nnc(NC(=O)CCN(c2ccc(C)cc2)S(=O)(=O)c2ccccc2)s1,0.8,2.2,-0.1,-4.7,-2.0,1.1,0.7,3.0,-0.2
CCOc1ccccc1/C=c1\sc2ncnn2c1=O,-2.2,2.9,0.0,-10.8,-4.6,-3.1,-5.8,-4.5,-1.8
COC(=O)c1cc(NC(=O)Nc2ccccc2)ccc1Cl,-0.9,-13.1,0.0,5.1,0.0,5.8,-3.0,-16.1,4.8

# 7 compounds picked at random from the list so far, as already listed:
SMILES,TPT1 inh,core dimer inh,Efflux pump mplx,JMJD2C inh,PREPL inh,CTSL1 counter,PP1 counter,LYPLA2 inh,PP5 inh
O=C(/C=C/c1ccco1)N(Cc1ccccc1)C1CCS(=O)(=O)C1 (stereo not given),0.9,4.5,0.1,0.7,3.8,8.4,2.3,7.0,2.1
CN(C(=O)CN1C(=O)S/C(=C\c2ccc(F)cc2)C1=O)C1CCS(=O)(=O)C1 (stereo not given),-0.1,-0.3,-0.3,46.8,27.0,3.9,-1.2,-3.4,2.1
Cc1cc(C(F)(F)F)nn1Cc1n[nH]c(=S)n1-c1ccc(F)cc1,0.3,-7.9,-0.4,-16.8,2.0,-0.7,0.0,3.6,0.3
Cc1cc(OC(=O)c2cc(Cl)nc3ccccc23)ccc1Cl,-2.1,-8.1,-0.1,1.0,14.2,2.5,-2.6,0.8,-1.9
CCOc1ccccc1/C=c1\sc2ncnn2c1=O,-2.2,2.9,0.0,-10.8,-4.6,-3.1,-5.8,-4.5,-1.8
CCc1nnc(NC(=O)CCN(c2ccc(C)cc2)S(=O)(=O)c2ccccc2)s1,0.8,2.2,-0.1,-4.7,-2.0,1.1,0.7,3.0,-0.2
CCN(CC)c1ccc(C(=O)N/N=C(\C)c2cccnc2)cc1,1.3,-6.0,0.0,-17.4,16.6,9.3,-1.8,3.6,0.2

# Going on with the list.
SMILES,TPT1 inh,core dimer inh,Efflux pump mplx,JMJD2C inh,PREPL inh,CTSL1 counter,PP1 counter,LYPLA2 inh,PP5 inh
O=C(COC(=O)c1ccccc1NC(=O)c1ccco1)Nc1ccc2c(c1)OC(F)(F)O2,0.8,-4.9,-0.1,-7.3,-14.6,2.8,-2.4,2.0,1.8
NC(=O)CC(c1ccccc1)c1ccco1 (stereo not given),4.2,1.5,0.0,-25.4,18.5,0.6,-2.6,-1.4,-0.7
COC(=O)c1sc(NC(=O)CSc2nncs2)c(C(=O)OC)c1C,17.6,26.8,0.2,4.3,3.7,-1.6,-2.8,-8.8,5.9
O=C(CCC1CCCCC1)Nc1c2c(nn1-c1ccc(F)cc1)CS(=O)C2 (stereo not given),-2.5,-1.8,0.0,-33.4,6.3,3.6,-2.0,4.6,-0.7
COc1ccc(C(C)NC(=S)NC2CCCC2)cc1OC (stereo not given),-1.5,-1.2,-0.3,3.5,-5.1,-2.8,-0.1,-0.1,4.3
COc1cc(NC(=O)COc2cc(C)cc3oc(=O)c(C)c(C)c23)cc(OC)c1OC,-1.4,-1.9,0.1,-12.4,-5.5,5.2,-1.4,-7.6,0.2
O=C1C2C(C(=O)N1c1ccncc1)C1C=CC2C12CC2 (stereo not given),-0.3,-3.6,0.0,4.3,-5.4,-0.9,-1.1,2.2,-1.4
O=C(CC(=O)NCc1cccnc1)NCc1cccnc1,-0.2,-2.2,0.0,-12.8,-9.3,-0.4,-3.6,-12.0,1.6
CC(C)c1nnc(SCC(=O)NC(C)(C)C)n1C,1.3,-3.1,0.0,21.5,-4.5,-3.2,1.0,-7.4,2.8
CCSc1nccc(-c2nn(-c3ccc(C)cc3)ccc2=O)n1,0.2,3.4,0.2,-23.7,13.8,2.1,1.5,0.9,3.1
COc1ccccc1NC(=O)C1CCCN(S(=O)(=O)c2cnc[nH]2)C1 (stereo not given),0.6,-0.4,0.3,-19.3,-1.1,-3.3,-16.6,-2.2,3.1
CN(Cc1ccccc1)C(=O)C1CCN(S(=O)(=O)c2cccc3nonc23)CC1,-2.5,6.5,-0.1,19.7,-2.3,4.6,-1.6,3.8,-0.7
N#Cc1cc(-c2ccccc2)cnc1Sc1ccccc1,-2.6,22.6,0.0,4.4,-1.6,1.4,0.2,1.9,0.3
OCCN(Cc1ccccc1)CC1CC=CCC1 (stereo not given),-0.8,-3.1,-0.1,5.2,9.3,1.0,-1.3,3.4,1.5
O=C(O)C1CCCN(S(=O)(=O)c2ccc(Br)cc2)C1 (stereo not given),-1.3,1.5,0.1,123.8,-6.5,-5.2,0.1,-9.1,2.4
O=C(NCc1ccccn1)Nc1cc(Cl)ccc1Cl,-0.5,-2.5,0.1,1.2,-4.6,1.1,-2.1,1.8,2.6
CCNC(=S)NNC(=O)c1ccccn1,-1.7,-4.5,0.2,9.5,12.2,3.9,-2.0,-6.7,1.8
Cc1ccc(-c2nnc(SCC#N)n2N)cc1,-5.2,0.8,0.2,0.5,-9.0,0.7,0.1,2.4,3.2
CC(=O)Nc1cccc(/C(C)=N/NC(=O)c2ccc(Cl)cc2Cl)c1,-3.5,-7.0,0.2,-4.5,19.0,-0.2,-2.4,1.1,0.6
COc1cc(/C=C/C(=O)c2ccc(O)cc2)ccc1OCC#N,1.4,2.0,11.4*,-16.5,10.4,5.0,-0.1,0.2,2.5
O=C(NNc1nc2cc3c(cc2s1)OCO3)c1ccccc1,-2.5,-10.9,-0.2,0.3,6.4,-5.7,-3.4,4.6,2.4
CC(=O)c1c(C)[nH]c(C(=O)OCc2ccc(Br)cc2)c1C,-2.7,1.3,0.2,1.3,-29.4,-3.0,-4.9,-2.3,3.8
NC(=O)c1nsc(C(=O)N(CC(=O)NC2CCCCC2)c2ccc(Cl)cc2)c1N,0.8,16.7,0.0,10.0,-12.4,0.7,6.5,-7.2,3.3
O=C(O)c1cccnc1SC1CC(=O)N(Cc2ccccc2)C1=O (stereo not given),0.8,0.9,0.0,-3.3,-1.4,-2.3,-5.8,-2.3,-1.6
CCN(C(=O)CSc1nc2cc(Cl)ccc2c(=O)n1CC(C)C)C1CCS(=O)(=O)C1 (stereo not given),0.1,-3.9,0.0,0.1,8.1,2.4,-0.8,1.1,0.5
O=C(CCN1C(=O)/C(=C/c2ccc(F)cc2)SC1=S)Nc1cc([N+](=O)[O-])ccc1O,-2.4,21.3,0.0,-1.9,28.4,-0.3,0.2,4.3,0.5
Cc1c(C(=O)N(C)C(C)c2ccccn2)oc2c(F)cccc12 (stereo not given),0.0,4.2,0.1,0.0,1.1,-4.6,-1.9,0.6,2.9
COc1cccc(-c2c(-c3cc(OC)cc(OC)c3)n(C)c3ccc(-c4ccc5[nH]ccc5c4)cc23)c1,.,.,0.3,-1.5,-2.6,.,0.1,-8.3,-1.4
CN(C)S(=O)(=O)c1cccc(COc2ccccc2C(=O)Nc2ccccc2)c1,1.9,20.4,-0.9,-5.1,-4.1,1.4,-3.4,-5.7,2.9
CCSc1nnc(-c2c[nH]c3ccccc23)o1,2.7,11.4,-0.1,11.4,-2.8,-0.6,0.0,-1.7,-1.3
Cc1cc(NC(=O)c2cc(-c3ccc(OC(C)C)cc3)nc3ccccc23)no1,2.7,-9.6,0.1,3.4,15.4,-1.7,9.4,-13.7,4.7
Cc1nn(C)c(C(=O)N/N=C/c2ccc(-c3ccccc3)cc2)c1Cl,-0.3,12.1,-0.1,44.1,0.1,4.3,6.2,-1.9,-1.1
Cc1ccc(NC(=O)C2CCCN2C(=O)OCc2ccccc2)cc1F (stereo not given),2.2,0.1,0.1,6.6,-0.7,2.2,0.3,0.1,1.2
N#Cc1ccc(NC(=O)COC(=O)C2Cc3ccccc3CN2C(=O)c2ccccc2)cc1 (stereo not given),-2.8,1.5,-0.1,1.4,6.0,-2.7,-3.0,-1.8,6.2
CCC(=O)Nc1sc2c(c1C(N)=O)CCN(C(C)=O)C2,3.3,5.6,0.1,9.8,-1.8,-0.7,-0.7,-2.5,-1.2
N#CC1=C(N)Oc2n[nH]c(-c3cccs3)c2C1c1cccnc1 (stereo not given),-0.6,-3.9,-0.1,6.2,9.3,0.0,3.5,1.0,1.1
C=CCn1c(COc2ccccc2)nnc1SCC(=O)Nc1ccc2c(c1)OCCO2,-6.9,-1.0,0.0,6.2,6.5,0.0,-3.1,4.9,1.8
Cc1cc2nc(C)c3c(n2n1)CCC3,-2.4,-4.2,0.6,-14.7,11.8,1.8,-6.4,-5.5,-2.4

# Screens: PubChem, several laboratories
